# MITF TRPM1 HTS – activators of MITF-driven TRPM1 promoter activity in SK-MEL-5 cells. SK-MEL-5 TRPM1-promoter luciferase, 24 h; % of positive control, neutral wells = 0. activation, % at 12.5 µM. 300,000 tested, 0.75% active. AID 588334;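 active means mean activation of at least 80% with every replicate also reaching 80%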;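 further: 0% = neutral control wells and 100% = parthenolide positive control wells; values of inactives mirror those of a sister screen read the other way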
# SR-BI HDL uptake – mouse SR-BI HDL lipid transfer inhibition; Q61009; ldlA[mSR-BI] CHO cells, DiI-HDL uptake fluorescence, 3 h; inhibition, % at 12.5 µM; 320,000 tested, 0.96% active; AID 488896;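 active means mean replicate inhibition of at least 70% and a set share of replicates each scoring 70 or more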;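 further: 0% = median of neutral control wells and 100% = median of positive control wells; values of inactives mirror those of a sister screen read the other way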
# Target sequence (Q61009 whole entry, looked up): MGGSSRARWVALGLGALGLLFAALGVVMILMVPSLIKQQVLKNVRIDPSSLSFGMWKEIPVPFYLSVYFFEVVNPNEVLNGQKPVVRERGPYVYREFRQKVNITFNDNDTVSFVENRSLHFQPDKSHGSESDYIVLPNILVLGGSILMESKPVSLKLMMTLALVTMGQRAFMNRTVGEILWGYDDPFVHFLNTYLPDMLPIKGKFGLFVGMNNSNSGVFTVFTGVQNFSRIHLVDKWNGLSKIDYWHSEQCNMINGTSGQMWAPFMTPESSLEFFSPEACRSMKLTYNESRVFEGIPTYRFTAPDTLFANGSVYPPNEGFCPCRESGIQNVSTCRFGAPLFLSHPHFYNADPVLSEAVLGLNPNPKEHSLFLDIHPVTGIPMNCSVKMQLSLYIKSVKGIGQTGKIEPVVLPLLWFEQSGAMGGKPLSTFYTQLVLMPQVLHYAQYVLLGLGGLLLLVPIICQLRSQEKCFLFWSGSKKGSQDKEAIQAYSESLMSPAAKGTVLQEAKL
# Pemphigus Ab inh – inhibitors of pemphigus antibody binding to human desmoglein-3 | 310,000 tested, 0.48% active | DSG3-coupled beads, scFv-anti-DSG3-GFP binding, flow cytometry; active compounds read low | binding (percent of control), % at 10 µM;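 active means binding more than 3 SD below its plate's average and above zero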;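 further: hits lower antibody fragment binding to DSG3; some compounds called inactive have numbers as strong as hits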
# CDK5 inh – blocks human CDK5/p35 kinase activity | inhibition, % at 10 µM | Recombinant CDK5/p35, ADP-Glo luminescence, 60 min | Q00535+Q15078 | 330,000 tested, 0.01% active;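 active means highest replicate inhibition of at least 50% and at least 75% of replicates reaching 50%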;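 further: plate controls were DMSO neutral control for no effect and GW8510 at 10 µM for full effect; many of its hits are not listed in these tables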
# Arrestin-AP2 inh – human beta-arrestin and AP2 interaction inhibition; FITC-arrestin peptide / GST-AP2 beads, flow cytometry; AP2 beta2 appendage carries R879A mutation; 340,000 tested, 0.31% active; AID 504490; inhibition, % at 10 µM;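 active means inhibition above a set limit, near 3 SD of compounds lacking own fluorescence, cut at about 54% in these data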;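 further: plate controls were DMSO wells for no effect and 5 µM unlabelled arrestin peptide for full effect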
#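 Assay system: GST-AP2 R879A bound to glutathione beads, E. coli-expressed; Medium: PBS with 0.05% Tween 20 and 0.1% BSA; Also added: fluorescein-tagged arrestin peptide at 50 nM final; Timing: 12 min plus 1 h, RT; Measured by: flow cytometry, FL1 (488/535 nm); Evaluation: percent drop in bead-associated FITC signal.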
# SR-BI uptake up – activators of SR-BI mediated HDL lipid uptake; CHO ldlA[mSR-BI] cells, DiI-HDL uptake fluorescence, 3 h; 100 = double the neutral-control signal; activation, % at 12.5 µM; 320,000 tested, 0.096% active; AID 504775;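 active means mean replicate activation of at least 60% and every replicate at or above 60%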;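 further: 0% = median plate neutral-control signal and 100% = twice that signal; values of inactives mirror those of a sister screen read the other way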
#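 System: CHO ldlA[mSR-BI] cells / Medium: HEPES-buffered (25 mM, pH 7.4) F12 plus 0.5% BSA / Probe or stimulus: labelled HDL, 10 µg/mL / Doses: single compound concentration, delivered by pin transfer / Schedule: 3 h, 37 °C / Measured by: DiI fluorescence, bottom read / Measure: cell-associated DiI fluorescence as measure of HDL uptake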
# PKA-R1A act – PKA-R1A complex activation. 340,000 tested, 0.083% active. activation, % at 11.4 µM. AID 504707. P00514+P68181. PKA-R1A dissociation, Cy5-IP20 fluorescence polarization; scaled: DMSO 0%, 113 µM cGMP 100%;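 active means percent activation above the mean of all tested compounds plus 3 SD, cut at about 19% in these data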;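 further: higher means more PKAc released from R1A so a rise in polarization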
# NSD2 HMT inh – NSD2 (human) methyltransferase inhibition. O96028. NSD2 peptide methylation, AlphaScreen, 120 min. inhibition, % at 12.5 µM. 310,000 tested, 0.54% active. AID 743445; in the data active means inhibition above about 50%
# dFosB act – mouse delta FosB homodimer activation; purified delta FosB, TAMRA-CDK5 oligo fluorescence polarization; percent of positive-control signal above neutral wells; activation, % at 25 µM; 340,000 tested, 0.99% active;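 active means mean activation above about 17%, with every replicate also reaching it, limit read from the data, passing the limit was not always enough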;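 further: fluorescence polarization rise as delta FosB binds a TAMRA Cdk5 AP-1 oligo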
# SUMO Mot1 rescue – inhibitors of SUMOylation pathway: yeast Mot1-301 growth rescue. S. cerevisiae Mot1-301 growth rescue, ATP luminescence, 38.5C; percent above DMSO median, 100 means doubled. growth rescue, % at 18.8 µM. 320,000 tested, 1% active. AID 2716;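 active means every valid replicate shows activation above 250% relative to neutral control wells; inactive means the rest, any valid replicate at or below 250%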;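 further: OY570 slx delta 5 strain wells were the positive control but not used for scaling; some compounds called inactive have numbers as strong as hits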
# PKA-R2B act – PKA-R2B complex activation | P22694+P31323 | PKA-R2B holoenzyme dissociation, Cy5-IP20 fluorescence polarization; R2B truncated from residue 108, S112A mutant; 0% DMSO only, 100% 113 µM cGMP | activation, % at 11.4 µM | 340,000 tested, 0.079% active;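 active means activation above a cutoff set at the mean over all compounds plus 3 SD, cut at about 18% in these data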;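 further: higher means more holoenzyme dissociation and a rise in polarization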
# * = called active by the depositor; . = not tested or not shown.
MITF TRPM1 HTS | SR-BI HDL uptake | Pemphigus Ab inh | CDK5 inh | Arrestin-AP2 inh | SR-BI uptake up | PKA-R1A act | NSD2 HMT inh | dFosB act | SUMO Mot1 rescue | PKA-R2B act | SMILES
-7.9 | -23.4 | 96.2 | -0.5 | 5.1 | 23.4 | 2.2 | -0.3 | -1.6 | 21.5 | -9.0 | Cc1ccc(Oc2ncccc2/C=N/OCc2ccc(Cl)cc2Cl)cc1
12.8 | 17.6 | 118.6 | 1.0 | 13.1 | -17.6 | -17.6 | -0.9 | -1.3 | 20.8 | 13.1 | COc1ccc(C(=O)Nc2cnn(Cc3ccc(Cl)cc3)c2)cc1OC
8.7 | -27.9 | 112.5 | 0.7 | 2.9 | 28.0 | -1.1 | -4.2 | -1.8 | 0.1 | 12.2 | CCNC(=S)Nc1nc2c(cc1C(=O)OCC)CCCC2
9.5 | -1.3 | 109.4 | 1.2 | 12.7 | 1.3 | -5.6 | -2.3 | -0.5 | 9.4 | 8.2 | O=S(=O)(NCc1csc(-c2cccs2)n1)c1ccccc1
2.7 | -8.7 | 106.3 | -0.5 | 3.3 | 8.7 | 9.5 | 2.2 | 1.0 | -13.1 | 7.8 | O=C(CCc1ccccc1)NNC(=O)C1CCCCC1
-2.3 | -20.6 | 96.0 | -0.7 | 22.4 | 20.6 | 7.3 | -4.2 | -1.5 | 0.2 | 8.5 | CC(C)Oc1ccc(-c2cc(=O)[nH]c(=O)[nH]2)cc1
69.6 | 15.2 | 62.8 | -0.7 | 22.9 | -15.2 | -3.6 | 6.4 | -3.7 | 17.8 | -2.5 | COC(=O)c1cc(-c2ccccc2)sc1N
-3.9 | -19.6 | 93.7 | 1.4 | -5.4 | 19.6 | -6.9 | -0.8 | -1.8 | 432.2* | -11.9 | CC(=Nc1ccccc1)C1=C(O)CC(C)(C)CC1=O
2.5 | 18.6 | 126.9 | -0.9 | -8.0 | -18.6 | 3.2 | 2.3 | -5.9 | 8.8 | -0.1 | COc1ccc(CCNC(=O)c2coc3ccccc3c2=O)cc1OC
10.1 | -8.4 | 106.5 | -0.1 | 3.0 | 8.4 | -2.2 | . | -1.1 | -0.4 | 13.3 | CCCCCCCCCOC(=O)C1N2C(=O)[C@@H](NC(=O)COc3ccccc3)[C@H]2SC1(C)C (some centres not stated)

# Reprinted from the entries so far for reference:
MITF TRPM1 HTS | SR-BI HDL uptake | Pemphigus Ab inh | CDK5 inh | Arrestin-AP2 inh | SR-BI uptake up | PKA-R1A act | NSD2 HMT inh | dFosB act | SUMO Mot1 rescue | PKA-R2B act | SMILES
69.6 | 15.2 | 62.8 | -0.7 | 22.9 | -15.2 | -3.6 | 6.4 | -3.7 | 17.8 | -2.5 | COC(=O)c1cc(-c2ccccc2)sc1N
-3.9 | -19.6 | 93.7 | 1.4 | -5.4 | 19.6 | -6.9 | -0.8 | -1.8 | 432.2* | -11.9 | CC(=Nc1ccccc1)C1=C(O)CC(C)(C)CC1=O
2.5 | 18.6 | 126.9 | -0.9 | -8.0 | -18.6 | 3.2 | 2.3 | -5.9 | 8.8 | -0.1 | COc1ccc(CCNC(=O)c2coc3ccccc3c2=O)cc1OC
10.1 | -8.4 | 106.5 | -0.1 | 3.0 | 8.4 | -2.2 | . | -1.1 | -0.4 | 13.3 | CCCCCCCCCOC(=O)C1N2C(=O)[C@@H](NC(=O)COc3ccccc3)[C@H]2SC1(C)C (some centres not stated)

# Quoted from the listing.
# For Pemphigus Ab inh, CCNC(=S)Nc1nc2c(cc1C(=O)OCC)CCCC2 shows 112.5
# For MITF TRPM1 HTS, Cc1ccc(Oc2ncccc2/C=N/OCc2ccc(Cl)cc2Cl)cc1 shows -7.9
# For SUMO Mot1 rescue, CC(C)Oc1ccc(-c2cc(=O)[nH]c(=O)[nH]2)cc1 shows 0.2

# Continued.
MITF TRPM1 HTS | SR-BI HDL uptake | Pemphigus Ab inh | CDK5 inh | Arrestin-AP2 inh | SR-BI uptake up | PKA-R1A act | NSD2 HMT inh | dFosB act | SUMO Mot1 rescue | PKA-R2B act | SMILES
-1.9 | -6.4 | 92.8 | 1.0 | 33.9 | 6.4 | 7.4 | 1.0 | 6.6 | . | 0.3 | COC1=C(Nc2ccc(OC)cc2)C(=O)C(OC)=C(Nc2ccc(OC)cc2)C1=O
. | 9.1 | . | -1.8 | 1.6 | -9.1 | -11.5 | 0.8 | 0.6 | 311.3 | 0.8 | CCOC(=O)Cc1csc(SCC(=O)Nc2cccc(C#N)c2)n1
10.7 | 7.7 | 111.2 | -0.7 | 15.9 | -7.7 | 0.3 | -3.3 | 5.6 | -7.0 | -3.7 | O=C1c2ccccc2C(=O)N1CCCn1c(=O)oc2ccccc21
. | -16.5 | 123.6 | -0.3 | 2.3 | 16.5 | -1.6 | -2.4 | -7.5 | -10.9 | -5.4 | C=CCn1c(=N)n(CC(=O)c2ccccc2)c2ccccc21
-3.3 | . | 95.0 | -1.8 | 12.9 | . | -13.6 | 0.5 | -20.0 | -30.2 | -1.0 | COc1ccc2[nH]c(=O)c(CN(C(=O)c3cccnc3)c3ccc(C)c(C)c3)cc2c1
. | -10.3 | 106.5 | 1.6 | 0.3 | 10.3 | -7.8 | 3.1 | 3.0 | -4.7 | -1.6 | O=C(c1ccc(F)cc1Cl)N1CCN(CCc2ccccc2)CC1
. | 24.1 | 95.5 | 1.3 | 87.7* | -24.1 | . | 1.0 | -5.0 | -28.1 | . | COc1ccc(-c2csc(NC(=S)NC(=O)/C=C/c3ccco3)n2)cc1Br
10.8 | -11.1 | 104.0 | -1.9 | 6.1 | 11.1 | -6.0 | -3.5 | -4.9 | 10.5 | -4.3 | COc1cccc(CNC(=O)CN2C(=O)COc3ccc(S(=O)(=O)N4CCCC4)cc32)c1
. | -19.4 | 98.5 | -3.7 | 0.9 | 19.4 | 2.7 | . | -3.1 | -8.6 | -4.2 | O=S(=O)(c1ccc2c(c1)OCCO2)N1CCNCC1

# Assay outcomes: PubChem BioAssay, several laboratories
